Bioassay records: PubChem BioAssay, Broad Institute
TcdB inh: blocks C. difficile toxin B glycohydrolase activity. AID 652162. actives 0.24% (n = 350,000). TcdB glycohydrolase enzymatic assay, plate reader. inhibition, % at 9.99 µM; in the data active means inhibition above about 10%
Target sequence (P18177 whole entry, looked up): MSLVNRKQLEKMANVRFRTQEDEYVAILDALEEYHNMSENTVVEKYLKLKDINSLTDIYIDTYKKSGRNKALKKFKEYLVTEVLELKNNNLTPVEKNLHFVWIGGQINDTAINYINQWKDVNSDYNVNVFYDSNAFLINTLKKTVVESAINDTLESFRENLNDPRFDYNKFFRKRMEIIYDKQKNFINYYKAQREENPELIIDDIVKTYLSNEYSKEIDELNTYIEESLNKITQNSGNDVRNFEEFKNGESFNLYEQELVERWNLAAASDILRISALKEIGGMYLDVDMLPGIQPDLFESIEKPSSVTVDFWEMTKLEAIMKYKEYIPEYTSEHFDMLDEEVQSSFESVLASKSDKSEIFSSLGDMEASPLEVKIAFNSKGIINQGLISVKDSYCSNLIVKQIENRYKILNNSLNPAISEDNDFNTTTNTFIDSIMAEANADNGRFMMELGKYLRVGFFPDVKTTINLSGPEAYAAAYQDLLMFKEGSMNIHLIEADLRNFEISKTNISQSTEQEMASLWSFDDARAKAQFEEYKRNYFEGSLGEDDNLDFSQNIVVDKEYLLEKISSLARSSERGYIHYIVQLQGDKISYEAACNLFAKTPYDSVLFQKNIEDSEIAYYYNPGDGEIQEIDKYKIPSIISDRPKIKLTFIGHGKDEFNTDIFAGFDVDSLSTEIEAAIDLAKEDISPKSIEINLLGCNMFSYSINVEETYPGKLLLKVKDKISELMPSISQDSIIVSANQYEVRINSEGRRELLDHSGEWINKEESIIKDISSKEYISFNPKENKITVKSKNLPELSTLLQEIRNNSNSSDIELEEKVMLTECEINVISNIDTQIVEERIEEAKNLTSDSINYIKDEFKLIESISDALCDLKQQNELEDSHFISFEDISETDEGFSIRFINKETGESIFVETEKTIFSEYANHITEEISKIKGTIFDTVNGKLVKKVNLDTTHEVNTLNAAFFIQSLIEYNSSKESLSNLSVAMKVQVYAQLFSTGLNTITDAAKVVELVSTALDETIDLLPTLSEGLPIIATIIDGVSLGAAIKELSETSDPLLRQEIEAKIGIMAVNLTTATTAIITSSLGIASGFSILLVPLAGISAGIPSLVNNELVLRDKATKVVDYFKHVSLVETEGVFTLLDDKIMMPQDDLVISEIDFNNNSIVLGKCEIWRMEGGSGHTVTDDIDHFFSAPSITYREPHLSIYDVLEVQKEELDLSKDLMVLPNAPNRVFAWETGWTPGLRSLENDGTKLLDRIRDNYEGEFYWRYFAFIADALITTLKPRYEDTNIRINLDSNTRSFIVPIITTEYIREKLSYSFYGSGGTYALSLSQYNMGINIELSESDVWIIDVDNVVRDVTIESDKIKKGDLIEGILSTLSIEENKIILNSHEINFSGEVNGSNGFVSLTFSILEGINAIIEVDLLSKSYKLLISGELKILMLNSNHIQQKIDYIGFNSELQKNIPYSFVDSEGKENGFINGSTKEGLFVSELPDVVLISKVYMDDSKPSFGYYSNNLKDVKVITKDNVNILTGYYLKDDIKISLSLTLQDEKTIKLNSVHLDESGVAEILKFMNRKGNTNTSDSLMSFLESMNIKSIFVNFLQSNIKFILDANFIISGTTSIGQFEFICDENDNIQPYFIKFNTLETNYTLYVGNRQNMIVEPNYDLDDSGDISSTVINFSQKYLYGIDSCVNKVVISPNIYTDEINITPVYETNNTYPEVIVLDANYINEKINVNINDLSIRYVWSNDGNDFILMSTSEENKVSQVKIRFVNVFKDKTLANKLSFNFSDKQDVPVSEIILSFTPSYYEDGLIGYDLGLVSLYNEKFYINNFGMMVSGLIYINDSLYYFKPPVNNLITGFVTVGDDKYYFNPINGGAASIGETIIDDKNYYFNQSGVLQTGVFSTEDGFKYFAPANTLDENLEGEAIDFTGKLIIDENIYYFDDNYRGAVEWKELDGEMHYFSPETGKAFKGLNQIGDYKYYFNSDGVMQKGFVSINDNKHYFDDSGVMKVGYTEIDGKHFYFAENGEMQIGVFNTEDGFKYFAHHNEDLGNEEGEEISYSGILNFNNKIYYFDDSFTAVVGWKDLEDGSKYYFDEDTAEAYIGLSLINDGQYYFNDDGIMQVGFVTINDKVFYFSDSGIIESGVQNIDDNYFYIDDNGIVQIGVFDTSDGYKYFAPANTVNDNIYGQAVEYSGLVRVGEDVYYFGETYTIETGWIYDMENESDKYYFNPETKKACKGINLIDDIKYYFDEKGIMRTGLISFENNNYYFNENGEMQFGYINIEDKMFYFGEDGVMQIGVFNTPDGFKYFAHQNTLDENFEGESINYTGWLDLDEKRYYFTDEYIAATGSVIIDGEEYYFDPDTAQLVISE
* hit, by the source's call; & = joins results of further samples. Only part of the results is shown (hit frequency here may not be typical).

SMILES	TcdB inh
C[C@@H]1CN([C@@H](C)CO)C(=O)c2cccc(NC(=O)CCCCCC(=O)Nc3ccccc3N)c2O[C@@H]1CN(C)Cc1ccc(C(F)(F)F)cc1	-0.6
Cc1cccc(-c2ccc(C3[C@H]4CNC[C@@H]3N4S(=O)(=O)c3ccccc3C)cc2)c1 (some centres undefined)	-0.7&-1.6
Cc1ccc(S(=O)(=O)N[C@H]2CC[C@@H](CCn3cc(C4(O)CCCC4)nn3)O[C@@H]2CO)cc1	0.6
CC(C)NC(=O)Nc1ccc2c(c1)C(=O)N([C@H](C)CO)C[C@@H](C)[C@@H](CN(C)Cc1ccccc1)OCCCC[C@@H](C)O2	-0.5
COc1cccc(C#Cc2ccc([C@H]3[C@H](CO)N4C(=O)CN(C(=O)C5CC5)C[C@@H]34)cc2)c1	1.0
O=C(N[C@@H]1CC[C@@H](CCNC(=O)C2CCCC2)O[C@@H]1CO)c1ccccn1	0.0
CCCC(=O)Nc1ccc2c(c1)C(=O)N(C)[C@@H]1CC[C@H](CC(=O)Nc3ccccc3)O[C@H]1CO2	-3.1
Cc1ccc(S(=O)(=O)N(C)C[C@H]2OCc3cnnn3CCCC(=O)N([C@@H](C)CO)C[C@@H]2C)cc1	-1.1
COc1cc(CN2[C@@H]3CNC[C@H]2C3c2ccc(-c3ccccc3)cc2)cc(OC)c1 (some centres undefined)	-0.9&-1.1
N#C[C@@H]1[C@H](c2ccc(C#CC3CCCC3)cc2)[C@@H](CO)N1C(=O)Cc1ccccn1	-0.5
C/C=C/c1ccc(C2[C@H]3CNC[C@@H]2N3C(=O)Nc2ccc3c(c2)OCO3)cc1 (some centres undefined)	0.8
CCCc1cn([C@H]2C[C@@H]3O[C@@H](CO)CC[C@@H]3O[C@@H]2CCc2ccc(C#CCc3ccccc3)cc2)nn1	0.5
Cc1ccc(-c2ccc3c(c2)O[C@@H](CN(C)Cc2ccccc2)[C@@H](C)CN([C@@H](C)CO)S3(=O)=O)cc1	0.6
O=C(C1CC1)N1CCCCN2[C@H](C1)[C@H](c1ccc(C#CC3CCCC3)cc1)[C@@H]2CO	-1.7
CCCC(=O)Nc1ccc2c(c1)C(=O)N(C)[C@@H]1CC[C@@H](CC(=O)NC3CCCC3)O[C@@H]1CO2	-1.4

Of the compounds above, 4 contain sulfur.
SMILES	TcdB inh
Cc1cccc(-c2ccc(C3[C@H]4CNC[C@@H]3N4S(=O)(=O)c3ccccc3C)cc2)c1 (some centres undefined)	-0.7&-1.6
Cc1ccc(S(=O)(=O)N[C@H]2CC[C@@H](CCn3cc(C4(O)CCCC4)nn3)O[C@@H]2CO)cc1	0.6
Cc1ccc(S(=O)(=O)N(C)C[C@H]2OCc3cnnn3CCCC(=O)N([C@@H](C)CO)C[C@@H]2C)cc1	-1.1
Cc1ccc(-c2ccc3c(c2)O[C@@H](CN(C)Cc2ccccc2)[C@@H](C)CN([C@@H](C)CO)S3(=O)=O)cc1	0.6

Later entries
SMILES	TcdB inh
O=C(NCC[C@H]1CC[C@@H](NC(=O)c2cnccn2)[C@@H](CO)O1)Nc1ccc(F)cc1	0.3
O=C(C[C@H]1CC[C@H]2[C@@H](COC[C@@H](O)CN2C(=O)c2ccccc2)O1)Nc1ccccc1	0.5
O=C(C1CCCC1)N1CCCCN2[C@@H](CO)[C@H](c3ccc(C#CC4(O)CCCC4)cc3)[C@@H]2C1	-0.3
Cc1ccc(S(=O)(=O)Nc2ccc3c(c2)CC(=O)N([C@H](C)CO)C[C@@H](C)[C@@H](CN(C)C(=O)NC2CCCCC2)O3)cc1	0.8
COc1ccc2c3c(n(C)c2c1)[C@@H](CO)N(Cc1ccncc1)CC31CN(C(=O)Nc2cccc(F)c2)C1	0.4
C[C@@H]1CN([C@H](C)CO)C(=O)c2cc(NC(=O)Cc3ccccc3)ccc2O[C@@H](C)CCCCO[C@@H]1CN(C)Cc1ccncc1	-0.2
CCCC#Cc1ccc2c(c1)O[C@@H](CN(C)CC1CCOCC1)[C@@H](C)CN([C@H](C)CO)S2(=O)=O	1.6
Cc1ccc(S(=O)(=O)Nc2cccc3c2O[C@H](CN(C)Cc2ccc(C(=O)O)cc2)[C@@H](C)CN([C@@H](C)CO)C3=O)cc1	0.4
C[C@H]1CN([C@@H](C)CO)C(=O)c2cc(NC(=O)Nc3ccc4c(c3)OCO4)ccc2O[C@@H]1CN(C)S(=O)(=O)c1ccccc1	1.3
CO[C@@H]1CN(C)C(=O)c2ccc(NC(=O)Nc3cc(F)ccc3F)cc2OC[C@@H](C)NC[C@H]1C	-0.1
C[C@@H]1CN([C@H](C)CO)C(=O)c2cc(N(C)C)ccc2O[C@@H](C)CCCCO[C@H]1CN(C)C(=O)C1CCCCC1	-7.4
CO[C@H]1CN(C)C(=O)c2cc(NC(=O)c3ccccc3)ccc2OC[C@@H](C)N(C(=O)C2CC2)C[C@H]1C	0.9
C[C@H]1CN([C@@H](C)CO)S(=O)(=O)c2ccc(C#CCN(C)C)cc2O[C@H]1CN(C)CC1CC1	0.1
COc1cccc(-c2ccc3c(c2)[C@H]2[C@H](CCN2S(=O)(=O)c2cccc(OC)c2)[C@@H](CO)N3)c1	0.8
CO[C@@H]1CN(C)C(=O)c2cc(NC(=O)c3ccc(F)cc3)ccc2OC[C@H](C)N(C)C[C@H]1C	-0.4
C[C@@H]1CN([C@H](C)CO)C(=O)c2cc(C#CCc3ccccc3)cnc2O[C@H]1CN(C)Cc1ccccn1	-0.3
Cc1noc(C)c1NC(=O)N(C)C[C@@H]1Oc2ccc(NC(=O)CCC(F)(F)F)cc2CC(=O)N([C@H](C)CO)C[C@H]1C	0.5
C[C@@H]1CN([C@@H](C)CO)S(=O)(=O)c2ccc(-c3cccnc3)cc2O[C@@H]1CN(C)C(=O)c1cccc(F)c1	0.8
CNC[C@@H]1Oc2ccc(NC(=O)Nc3cccc4ccccc34)cc2C(=O)N([C@H](C)CO)C[C@H]1C	0.3
CCS(=O)(=O)NCC[C@H]1CC[C@H](NS(=O)(=O)c2ccccc2C)[C@H](CO)O1	1.4
C[C@H]1CN([C@@H](C)CO)C(=O)c2cc(NC(=O)CCCCCC(=O)Nc3ccccc3N)ccc2O[C@H]1CN(C)S(=O)(=O)c1ccc(Cl)cc1	-0.4
O=S(=O)(Cc1ccccc1)N1CCCCN2[C@H](CO)[C@@H](c3ccc(-c4cccnc4)cc3)[C@H]2C1	0.6
CCC(=O)Nc1ccc2c(c1)OC[C@@H](C)N(C(=O)c1ccc(F)cc1)C[C@H](C)[C@@H](OC)CN(C)C2=O	-0.1
Cc1noc(C)c1NC(=O)Nc1ccc2c(c1)C(=O)N([C@@H](C)CO)C[C@@H](C)[C@@H](CN(C)Cc1ccc(C(F)(F)F)cc1)OCCCC[C@@H](C)O2	0.7
C[C@H]1CN([C@@H](C)CO)S(=O)(=O)c2ccc(-c3ccc(C(=O)N(C)C)cc3)cc2O[C@@H]1CN(C)C(=O)Cc1ccccn1	0.3
C[C@H]1CN([C@@H](C)CO)C(=O)c2cc(NC(=O)C3CC3)ccc2O[C@H]1CN(C)Cc1ccc2c(c1)OCO2	-1.1
C[C@H]1CN([C@@H](C)CO)C(=O)c2cc(C#CCN(C)C)cnc2O[C@@H]1CN(C)Cc1ccccc1	0.4
C[C@H]1CN([C@@H](C)CO)S(=O)(=O)c2ccc(C#Cc3ccncc3)cc2O[C@@H]1CN(C)S(=O)(=O)c1ccc(F)cc1	-0.7
C[C@@H]1CN([C@@H](C)CO)C(=O)c2cc(-c3cccnc3)cnc2O[C@@H]1CN(C)C(=O)C1CCOCC1	-0.6
C[C@@H]1CN([C@H](C)CO)C(=O)c2cc(NS(=O)(=O)c3ccc(F)cc3)ccc2O[C@@H]1CN(C)Cc1ccc(C(F)(F)F)cc1	-0.4

Of the compounds above, four have an aryl methoxy group.
SMILES	TcdB inh
COc1cccc(C#Cc2ccc([C@H]3[C@H](CO)N4C(=O)CN(C(=O)C5CC5)C[C@@H]34)cc2)c1	1.0
COc1cc(CN2[C@@H]3CNC[C@H]2C3c2ccc(-c3ccccc3)cc2)cc(OC)c1 (some centres undefined)	-0.9&-1.1
COc1ccc2c3c(n(C)c2c1)[C@@H](CO)N(Cc1ccncc1)CC31CN(C(=O)Nc2cccc(F)c2)C1	0.4
COc1cccc(-c2ccc3c(c2)[C@H]2[C@H](CCN2S(=O)(=O)c2cccc(OC)c2)[C@@H](CO)N3)c1	0.8

Carrying on:
SMILES	TcdB inh
Cc1noc(C)c1S(=O)(=O)Nc1ccc2c(c1)C(=O)N([C@@H](C)CO)C[C@H](C)[C@@H](CN(C)Cc1ccccc1)O2	0.7
CNC[C@@H]1OCCCC[C@@H](C)Oc2ccc(NS(=O)(=O)c3ccc(C)cc3)cc2C(=O)N([C@@H](C)CO)C[C@@H]1C	-0.4
CC(C)NC(=O)N(C)C[C@@H]1Oc2ncc(C#Cc3ccncc3)cc2C(=O)N([C@@H](C)CO)C[C@H]1C	-0.7
C[C@@H]1CCCCO[C@H](CN(C)Cc2ccccc2)[C@@H](C)CN([C@@H](C)CO)C(=O)c2cc(NC(=O)Nc3ccc(F)cc3)ccc2O1	0.3
O=C(C[C@@H]1C[C@H]2c3cc(NC(=O)C4CCOCC4)ccc3O[C@H]2[C@@H](CO)O1)NCC(F)(F)F	-2.7
C[C@@H]1CN([C@H](C)CO)S(=O)(=O)c2ccc(C3=CCCC3)cc2O[C@H]1CN(C)C(=O)c1ccccc1	-0.3
C/C=C/c1ccc2c(c1)O[C@H](CN(C)C(=O)NC1CCCCC1)[C@H](C)CN([C@@H](C)CO)S2(=O)=O	-1.7
C[C@H](CO)N1C[C@H](C)[C@@H](CN(C)C(=O)c2ccncc2)Oc2cc(C#CC3(O)CCCC3)ccc2S1(=O)=O	0.2
C[C@H]1CN([C@@H](C)CO)C(=O)Cc2cc(NC(=O)NC3CCCCC3)ccc2O[C@H]1CN(C)C(=O)Nc1ccccc1	0.3
CCc1cnc(N2[C@H](CO)[C@@H](c3ccc(C4=CCCC4)cc3)[C@@H]2C#N)s1	-0.6
O=C(Nc1ccccc1F)N[C@@H]1CC[C@H](CCNC(=O)C2CC2)O[C@@H]1CO	-4.6
O=C(NCc1ccccn1)[C@@H]1[C@@H](CO)[C@@H]2Cn3c(cccc3=O)[C@H]1N2CC1CCCCC1	-0.1
CCCNC(=O)N(C)C[C@@H]1Oc2cc(C#Cc3ccccn3)ccc2S(=O)(=O)N([C@H](C)CO)C[C@@H]1C	0.9
COc1ccc(S(=O)(=O)Nc2ccc3c(c2)C(=O)N([C@@H](C)CO)C[C@@H](C)[C@@H](CN(C)C(=O)Nc2cccc4ccccc24)O3)cc1	-0.7
C[C@@H](NC(=O)C[C@@H]1CC[C@H]2[C@@H](COC[C@H](O)CN2C(=O)Nc2cccc(Cl)c2)O1)c1ccccc1	-1.3
C[C@@H]1CCCCO[C@@H](CN(C)C(=O)CCC(F)(F)F)[C@H](C)CN([C@H](C)CO)C(=O)c2cc(NS(=O)(=O)c3ccccc3)ccc2O1	-1.1
C[C@@H](NC(=O)C[C@H]1C=C[C@@H](NC(=O)Nc2ccc3c(c2)OCO3)[C@H](CO)O1)c1ccccc1	-0.5
O=C(C[C@H]1C[C@@H]2c3cc(NC(=O)NC4CCCC4)ccc3O[C@@H]2[C@@H](CO)O1)NCc1ccncc1	-0.8
COc1ccc(S(=O)(=O)Nc2cccc3c2O[C@H](CN(C)C(=O)Nc2c(C)noc2C)[C@H](C)CN([C@H](C)CO)C3=O)cc1	0.5
COc1ccc(NC(=O)Nc2ccc3c(c2)CC(=O)N([C@H](C)CO)C[C@H](C)[C@@H](CN(C)CC2CC2)O3)cc1	0.0
O=C(C[C@H]1C=C[C@@H](NC(=O)c2ccncc2)[C@@H](CO)O1)NCC1CCCCC1	0.1
CC(C)(O)C#Cc1ccc([C@H]2[C@H](CO)N3CCCCN(C(=O)c4cccc(F)c4)C[C@@H]23)cc1	-2.1
CC(C)NC(=O)Nc1ccc2c(c1)C(=O)N([C@@H](C)CO)C[C@@H](C)[C@@H](CN(C)CC1CCCCC1)O2	-0.3
CO[C@H]1CN(C)C(=O)c2cc(NS(C)(=O)=O)ccc2OC[C@H](C)N(CCC(F)(F)F)C[C@@H]1C	-1.8
O=C(N[C@@H]1C=C[C@H](CC(=O)N2CCOCC2)O[C@@H]1CO)c1cccc(F)c1	-2.4
O=C(CCN1CCCCC1)N[C@@H]1CC[C@H](CCNS(=O)(=O)c2ccc(Cl)cc2)O[C@H]1CO	-0.6
Cc1noc(C)c1NC(=O)N(C)C[C@@H]1Oc2ccc(NS(=O)(=O)c3ccc(Cl)cc3)cc2CC(=O)N([C@H](C)CO)C[C@@H]1C	-4.3
C[C@@H]1CN([C@@H](C)CO)C(=O)Cc2cc(NC(=O)CCCCCC(=O)Nc3ccccc3N)ccc2O[C@@H]1CN(C)C(=O)Nc1ccc(F)cc1	0.5
COC(=O)[C@@H]1[C@@H](CO)[C@@H]2Cn3c(ccc(-c4ccncc4)c3=O)[C@H]1N2CCc1ccccc1	0.3
CN1C(=O)c2cc(NC(=O)c3ccc(C(F)(F)F)cc3)ccc2OC[C@H]2O[C@H](CC(=O)O)CC[C@@H]21	-2.8

Arranged by molar mass (low to high): three of the compounds above
SMILES	TcdB inh
O=C(C[C@H]1C[C@@H]2c3cc(NC(=O)NC4CCCC4)ccc3O[C@@H]2[C@@H](CO)O1)NCc1ccncc1	-0.8
C[C@H]1CN([C@@H](C)CO)S(=O)(=O)c2ccc(-c3ccc(C(=O)N(C)C)cc3)cc2O[C@@H]1CN(C)C(=O)Cc1ccccn1	0.3
Cc1ccc(S(=O)(=O)Nc2ccc3c(c2)CC(=O)N([C@H](C)CO)C[C@@H](C)[C@@H](CN(C)C(=O)NC2CCCCC2)O3)cc1	0.8

Later entries:
SMILES	TcdB inh
C[C@H]1CCCCO[C@H](CN(C)C(=O)c2ccncc2)[C@@H](C)CN([C@@H](C)CO)C(=O)c2cc(NS(=O)(=O)c3cccs3)ccc2O1	-1.3
COc1ccc(CN(C)C[C@@H]2Oc3c(NS(C)(=O)=O)cccc3C(=O)N([C@H](C)CO)C[C@@H]2C)cc1	1.2
O=C(NC[C@H]1N[C@H](CO)[C@@H]1c1ccc(C2=CCCC2)cc1)C1CCCCC1	-0.8
COc1ccc(NC(=O)N(C)C[C@H]2OCCCC[C@H](C)Oc3ccc(NC(=O)c4ccccc4)cc3C(=O)N([C@@H](C)CO)C[C@H]2C)cc1	-0.2
COCC(=O)Nc1ccc2c(c1)OC[C@H](C)N(C(=O)c1ccccc1)C[C@@H](C)[C@H](OC)CN(C)C2=O	-3.4
